DRD3 agonist: qHTS of D3 Dopamine Receptor Agonist: qHTS; max activation, %; D(3) dopamine receptor (Homo sapiens), P35462; D3R DiscoveRx beta-arrestin cells, luminescence, 90 min; 410,000 tested, 0.58% active; in the data active = max activation above about 30%; also: 0% is about no effect; mostly tested at two doses, the higher about 12 µM
Target sequence (P35462 whole entry, looked up): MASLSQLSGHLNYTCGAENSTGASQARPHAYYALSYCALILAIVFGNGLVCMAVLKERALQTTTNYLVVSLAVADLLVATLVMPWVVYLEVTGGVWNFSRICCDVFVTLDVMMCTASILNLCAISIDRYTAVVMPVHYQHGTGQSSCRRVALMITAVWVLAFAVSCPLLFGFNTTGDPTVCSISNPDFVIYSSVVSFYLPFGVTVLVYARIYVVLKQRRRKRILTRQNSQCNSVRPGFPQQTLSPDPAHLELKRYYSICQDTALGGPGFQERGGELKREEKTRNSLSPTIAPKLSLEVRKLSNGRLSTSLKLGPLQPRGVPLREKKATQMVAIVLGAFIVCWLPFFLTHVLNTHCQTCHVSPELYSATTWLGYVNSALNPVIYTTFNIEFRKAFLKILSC
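Agonist-mode cell screen: cells plated at 1500/well and incubated overnight at 37 °C, then exposed to library compounds for 90 min at 37 °C. Detection reagent was added for 30–60 min at room temperature, and luminescence was read.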
SW480 rereplic: A quantitative high throughput screen for small molecules that induce DNA re-replication in SW480 colon adenocarcinoma cells. Potency, µM (series often up to 46.1 µM), for the others: at the top dose re-replication activation, usual class: activators. 340,000 tested, 1.8% active. SW480 DNA re-replication, Hoechst DNA content imaging, 48 h; also: potency is read from the fitted curve at half-maximal effect; % of control where 0% means no effect; nearly all actives have a fitted effect of over 55% in size
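Readout is total intensity of Hoechst-stained nuclei, excited at 405 nm and collected at 500-530 nm. Compound treatment lasted 48 hr at 37 C in 5% CO2 before staining.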
HEK293 tox: qHTS of GLP-1 Receptor Inverse Agonists: Cytotox Screen. HEK293 cAMP-luciferase reporter cells, luminescence, 24 h. 410,000 tested, 0.13% active. Potency, µM (doses to about 38.3 µM), inactives show at the highest dose activity change, negative = inhibition, actives largely listed as inhibitors. AID 624418, 2012;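 also: loss of luciferase light is scored as toxicity; potency is read from the fitted curve at half-maximal effect; % is scaled to controls: 0 for no effect and ±100 for the full control effect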
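Compound-treated cells are incubated 24 hr at 37 deg C under 5% CO2 after a 12 hour attachment period, then luciferase detection reagent is added and luminescence is measured following 12 min at room temperature; lowered signal indicates toxicity.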
KB-3-1 cytotox: qHTS assay for MDR1-selective chemotherapeutics: Primary screen using the parental adenocarcinoma cell KB-3-1 | KB-3-1 viability, CellTiter-Glo ATP luminescence, 72 h | Potency, µM (doses to about 46.1 µM), for the others: at the highest dose activity change, negative = cytotoxic, usual class: cytotoxic | AID 1347075, 2019 | 400,000 tested, 1.4% active; also: potency is read from the fitted curve at half-maximal effect; % is scaled to controls: 0 for no effect and ±100 for the full control effect; nearly all actives have a fitted effect of over 60% in size
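Luminescent ATP read-out (CellTiter-Glo) measures survival of drug-naive KB-3-1 cells after 72 h compound exposure at 37 °C. Titration series was screened from lowest to highest concentration, with DMSO vehicle plates as background controls.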
HT1080 IDH1KD tx: qHTS for induction of synthetic lethality in tumor cells producing 2HG: qHTS for the HT-1080-IDH1KD cell line; HT-1080 IDH1 knockdown viability, ATP luminescence, 48 h; Potency, µM (top dose mostly 46.1 µM), inactives show at the top dose activity, negative = toxicity, hits mostly cytotoxic; 360,000 tested, 2% active; AID 686971, 2013;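 also: potency is read from the fitted curve at half-maximal effect; 0% = DMSO wells and -100% = cell-free medium wells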
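IDH1KD HT-1080 cells, 750/well, RPMI + 5% FBS; compound pinned after 2 h settling; 48 h, 37 °C; CellTiter-Glo luminescence; % activity normalised to DMSO and no-cell wells; curves fitted, classed by r2 and efficacy.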
MCF10A rereplic: A quantitative high throughput screen for small molecules that induce DNA re-replication in MCF 10a normal breast cells; MCF 10A DNA re-replication, Hoechst nuclear intensity, 48 h; Potency, µM (series often up to 46.1 µM), for the others: top-dose activity, positive = re-replication, usual class: activators; 350,000 tested, 2.9% active; AID 624296, 2012; also: potency is read from the fitted curve at half-maximal effect; % of control where 0% means no effect; nearly all actives have a fitted effect of over 50% in size
KB-V1 MDR tox: qHTS assay for MDR1-selective chemotherapeutics: Primary screen using the drug-selected MDR subline cells KB-V1; KB-V1 MDR cells viability, CellTiter-Glo, 72 h; Potency, µM (series often up to 46.1 µM), inactives show at the highest dose activity change, negative = cytotoxicity, usual class: cytotoxic; 400,000 tested, 3.4% active; also: potency is read from the fitted curve at half-maximal effect; % is scaled to controls: 0 for no effect and ±100 for the full control effect; nearly all actives have a fitted effect of over 60% in size
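Cytotoxicity toward P-gp-expressing KB-V1 cells was determined as loss of CellTiter-Glo luminescence after 72 h at 37 degrees C. Compounds were tested in quantitative HTS format across a concentration range, with curves fitted to normalized data.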
IL-1B inflam inh: qHTS for Inhibitors of Inflammasome Signaling: IL-1-beta AlphaLISA Primary Screen; THP-1 LPS/ATP IL-1B secretion, AlphaLISA, 16 h; active compounds read low; activity change, % at 57.5 µM; 360,000 tested, 4.7% active; AID 743279, 2014; in the data active = activity change below about -50%; inconclusive = mostly about -30% to -49%; also: % is scaled to controls: 0 for no effect and ±100 for the full control effect
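Secreted IL-1B measured by AlphaLISA bead assay after 16 h compound exposure of THP-1 cells; compounds (final up to 57.5 uM) added 1 h before LPS (250 ng/mL) and ATP (1.25 mM) stimulation; lower signal means less secretion.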
HT1080-NT tox: qHTS for induction of synthetic lethality in tumor cells producing 2HG: qHTS for the HT-1080-NT fibrosarcoma cell line. HT-1080-NT fibrosarcoma viability, CellTiter-Glo ATP luminescence, 48 h. Potency, µM (series often up to 46.1 µM), for the others: at the highest dose activity, negative = less viability, actives largely listed as cytotoxic. 360,000 tested, 1.6% active;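 also: NT is the 2HG producing partner of a matched IDH1 knockdown line; potency is read from the fitted curve at half-maximal effect; 0% = DMSO-treated cells and -100% = media-only wells without cells; nearly all actives have a fitted effect of over 55% in size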
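HT-1080-NT; 750 cells/well; 5% FBS RPMI; 48 h compound, 37 degrees C; CellTiter-Glo luminescence; curve fitting and curve-class assignment.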
* hit, by the source's call; ? = inconclusive; . = not tested or not shown; & = joins results of further samples; [ ] = another dose, or the depositor's remark. Unless noted, calls follow the shape of the dose curve; as a rule, active = well fitted curve in the direction sought with a large enough effect; inconclusive = small, poorly fitted or top-dose-only effect, or another doubt; inactive = no such curve, though single readings can be large; an effect the other way counts as inactive or inconclusive.

#1 O=C1CCCCN1CC(=O)N1CCCC(Nc2ccc(F)c(F)c2)C1 (configuration not stated)
#2 Cc1ccsc1C(=O)N1CCCC(C)(C(=O)O)C1 (configuration not stated)
#3 CCn1c(SCC(=O)N2CCCC2)nnc1-c1ccco1
#4 Cc1ccsc1C(=O)OCC(=O)NCCNC(=O)COC(=O)c1sccc1C
#5 CCOC(=O)C1=C(COC(=O)[C@H](C)NS(=O)(=O)c2ccc(NC(C)=O)cc2)NC(=O)NC1C (some centres not stated)
#6 Cc1ccc(C)c(C(=O)COC(=O)C(C)N2C(=O)C3C4CCC(C4)C3C2=O)c1 (configuration not stated)
#7 COc1ccc(NC(=O)c2c(NC(=O)C(F)(F)F)sc3c2CCCCC3)cc1
#8 O=C(Nc1nccs1)C1CC(=O)N(c2ccc(Cl)cc2)C1 (configuration not stated)

assay / entry,1,2,3,4,5,6,7,8
DRD3 agonist,-12,-7,-3,-2,4,-4,-5,-5
SW480 rereplic,-2%,.,?,-3%,1%,4%,.,-10%
HEK293 tox,3%,17%,32%[activator],-15%,3%,2%,-4%,-3%
KB-3-1 cytotox,-9%,7%,-2%,0%,-6%,-2%,-3%,8%
HT1080 IDH1KD tx,22%,23%,-18%,0%,0%,-3%,.,0%
MCF10A rereplic,1%,.,-3%,2%,6%,11%,.,-6%
KB-V1 MDR tox,-20%,4%,21%,-16%,7%,5%,0%,-7%
IL-1B inflam inh,10,16,-5,16,-8,0,.,20
HT1080-NT tox,7%,16%,0%,8%,7%,-5%,.,-3%

Reprinted at random: three entries already listed
#2 Cc1ccsc1C(=O)N1CCCC(C)(C(=O)O)C1 (configuration not stated)
#8 O=C(Nc1nccs1)C1CC(=O)N(c2ccc(Cl)cc2)C1 (configuration not stated)
#3 CCn1c(SCC(=O)N2CCCC2)nnc1-c1ccco1

assay / entry,2,8,3
DRD3 agonist,-7,-5,-3
SW480 rereplic,.,-10%,?
HEK293 tox,17%,-3%,32%[activator]
KB-3-1 cytotox,7%,8%,-2%
HT1080 IDH1KD tx,23%,0%,-18%
MCF10A rereplic,.,-6%,-3%
KB-V1 MDR tox,4%,-7%,21%
IL-1B inflam inh,16,20,-5
HT1080-NT tox,16%,-3%,0%

Additional structures follow:
#9 COc1ccccc1NC(=O)Nc1ccccc1N1CCOCC1
#10 O=Cc1ccc(C(=O)OCC(=O)NCc2ccco2)cc1
#11 Cc1ccc(CCNC(=O)c2coc3nc4ccccc4nc23)cc1
#12 Cc1cc(C)n2c(SCC#N)nnc2n1
#13 COc1ccc(C)cc1S(=O)(=O)N1CCC(C(=O)N2CCN(C)CC2)CC1
#14 COc1c(Br)cc([N+](=O)[O-])c(OC)c1C(=O)NC(=O)Nc1cc(Cl)cc(Cl)c1
#15 CCN(CC)CCN1C(=O)C2C(C(=O)Nc3ccc(C(C)C)cc3)C3C=CC2(O3)C1C(=O)NC1CCCCC1 (configuration not stated)
#16 CCOc1cc(C(=O)OCC(=O)Nc2cc(C)on2)cc(OCC)c1OCC

assay / entry,9,10,11,12,13,14,15,16
DRD3 agonist,-2,2,7,2,21,7,0,11
SW480 rereplic,-12%,-8%,?,-15%,0%,24%,3%,-6%
HEK293 tox,-3%,8%,37%[activator],1%,-19%,-8%,-8%,-8%
KB-3-1 cytotox,6%,25%,17%,6%,-14%,?,-8%,0%
HT1080 IDH1KD tx,9%,0%,9%,7%,1%,?,?,15%
MCF10A rereplic,7%,1%,?,6%,-1%,?,10%,-9%
KB-V1 MDR tox,5%,?,4%,1%,-14%,6.5µM*,3%,5%
IL-1B inflam inh,7,14,42,34,0,0,-14,1
HT1080-NT tox,8%,2%,4%,9%,14%,?,-1%,15%

#17 CC(=O)N1CCN(c2ccccc2NC(=O)c2cccs2)CC1
#18 Cc1ccc(N2C(=O)[C@@H]3C(C(=O)CN4C(=O)c5ccccc5C4=O)=NN[C@@H]3C2=O)c(C)c1
#19 COc1cccc(CNc2ccc(C(=O)O)cc2)c1OCc1ccccc1
#20 CNC(=S)NNC(=O)CCn1nc(C)c(Br)c1C
#21 [N-]=[N+]=N[C@@H](CCN1CC[C@H](NC(=O)OCc2ccccc2)CCC1=O)c1ccccc1
#22 Cc1ccc(S(=O)(=O)NCC(=O)OCC(=O)c2ccc(Br)s2)cc1
#23 Cc1ccc(/C=C2/SC(=O)N(CC(=O)N3CCOCC3)C2=O)s1
#24 CCOC(=O)c1c(NC(=O)CSc2n[nH]c(-c3ccco3)n2)sc(C)c1C

assay / entry,17,18,19,20,21,22,23,24
DRD3 agonist,-3,5,1,-23,-7,2,10,1
SW480 rereplic,-5%,24%,-21%,?,4%,-5%[9.22 µM],-2%,10%
HEK293 tox,-1%,3%,6%,-11%,11%,-3%,7%,-2%
KB-3-1 cytotox,-9%,2%,7%,2%,-58%&-23%,3%,14%,-5%
HT1080 IDH1KD tx,5%,2%,9%,16µM*,-6%,7%,9%,-1%
MCF10A rereplic,-4%,7%,-1%,-2%,25%,7%,5%,13%
KB-V1 MDR tox,0%,15%,29%,0%,?,16%,21µM*,0%
IL-1B inflam inh,-27,-8,22,0,17,9,7,-1
HT1080-NT tox,8%,1%,9%,11µM*,-4%,2%,5%,-8%

#25 O=c1c2ccccc2nc2n1CCCS2
#26 O=C(c1ccc(Cl)cc1)N1CCC(C(=O)N2CCN(c3ncccn3)CC2)CC1
#27 CCCN1CCN(CCCNC(=O)CCNC(=O)Cn2ccc3ccccc3c2=O)CC1
#28 O=c1oc2ccccc2n1Cc1ccccc1F
#29 COc1cccc(S(=O)(=O)NCc2ccc(C(=O)Nc3ccc(Cl)cc3)cc2)c1
#30 CC(NC(=O)C1CCN(S(=O)(=O)c2ccc(Br)s2)CC1)c1ccccc1 (configuration not stated)
#31 CC(=O)Nc1ccc(-c2nnc(SCC(=O)c3ccc([N+](=O)[O-])cc3)o2)cc1
#32 COc1ccc(C2SCCN2C(=S)Nc2cccc(Cl)c2)cc1 (configuration not stated)

assay / entry,25,26,27,28,29,30,31,32
DRD3 agonist,16,6,3,-2,-3,6,4,-3
SW480 rereplic,-7%,-1%,0%,-16%,4%,-2%,.,-7%
HEK293 tox,2%,-8%,17%,-16%,-5%,0%,-12%,?
KB-3-1 cytotox,10%,3%,0%,12%,-9%,-7%,17%,?
HT1080 IDH1KD tx,16%,17%,-4%,-9%,-23%,0%,.,-6%
MCF10A rereplic,-1%,-2%,11%,10%,0%,2%,.,-50%[inhibitor]
KB-V1 MDR tox,-3%,-7%,8%,17%,?,?,2%,7.3µM*
IL-1B inflam inh,10,14,-7,66,0,?,.,-26
HT1080-NT tox,0%,7%,0%,-4%,-13%,0%,.,-16%

#33 CCC(C)(NC(=O)c1ccc2c(c1)OCO2)C(=O)NC1CCCCC1 (configuration not stated)
#34 O=C(CN1CCN(Cc2ccccc2)CC1)Nc1cccc(Br)c1
#35 N#CNC1=NCN(CCc2ccccc2)CN1
#36 CCOc1ccccc1NC(=O)Nc1cc(C(=O)NCc2ccc(C)cc2)ccc1N1CCCC1
#37 O=c1n(Cc2ccccc2)nc2n1-c1ccccc1SC2
#38 CC1=NN(C(N)=S)C(=O)C1N=Nc1cccc([N+](=O)[O-])c1 (configuration not stated)
#39 Cc1cc(N2CCOCC2)cc(C)[n+]1[O-]
#40 CCNC(=O)CC1C(=O)N(c2ccc(OC)cc2)C(=O)N1Cc1ccc(OC)cc1 (configuration not stated)

assay / entry,33,34,35,36,37,38,39,40
DRD3 agonist,0,-13,0,-5,-1,2,-5,9
SW480 rereplic,0%,12%,2%[9.22 µM],.,24%,-1%,-13%,-17%
HEK293 tox,10%,-12%,-12%,-10%,12%,?,-12%,1%
KB-3-1 cytotox,14%,-7%,-1%,1%,4%,?,-7%,1%
HT1080 IDH1KD tx,18%,-22%,11%,.,1%,23%,3%,1%
MCF10A rereplic,-1%,23%,1%,.,8%,?,-3%,5%
KB-V1 MDR tox,-3%,?,5%,-29%,-30%,0%,2%,?
IL-1B inflam inh,-1,-6,11,.,-7,28,?,1
HT1080-NT tox,4%,-1%,9%,.,1%,15%,-13%,6%

Individual results from the results shown:
compound 32 | MCF10A rereplic = -50%[inhibitor]
compound 36 | HEK293 tox = -10%
compound 39 | SW480 rereplic = -13%

(next part)
#41 Cc1nnc(OCc2nc3ccccc3n2C)c2ccccc12
#42 Cc1ccc(C2(C)NC(=O)N(CC(=O)N3c4ccccc4NC(=O)CC3C)C2=O)cc1 (configuration not stated)
#43 COc1cccc(C(=O)N2CCCN(C)CC2)c1OC
#44 CCn1c(CCNC(=O)c2ccc(C)cc2)nnc1SCc1ccc(Cl)c(Cl)c1
#45 O=S(=O)(/N=C(/Nc1nc2ccccc2s1)c1ccccc1)c1ccc(F)cc1
#46 CCC(C)(C)n1nnnc1C(c1ccc(N(C)C)cc1)N1CCN(C2CCCCC2)CC1 (configuration not stated)
#47 Cc1cc(NCc2ccccc2)n2ncnc2n1

assay / entry,41,42,43,44,45,46,47
DRD3 agonist,1,-1,2,-3,3,-14,5
SW480 rereplic,1%,?,-14%,-2%,-5%,-4%,2%
HEK293 tox,11%,4%,2%,1%,-2%,7%,1%
KB-3-1 cytotox,?,-5%,-1%,-3%,2%,-19%,-1%
HT1080 IDH1KD tx,1%,-1%,4%,-13%,-1%,8%,2%
MCF10A rereplic,-9%,2%,0%,-5%,3%,-5%,-3%
KB-V1 MDR tox,9.2µM*,-18%,7%,-15%,-18%,-6%,-2%
IL-1B inflam inh,-19,4,-6,?,14,-10,23
HT1080-NT tox,-2%,1%[9.24 µM],20%,-13%,-7%,-1%,2%

Screens deposited in PubChem by National Center for Advancing Translational Sciences (NCATS).
